Source: PubChem BioAssay
sdo1 growth: growth rescue of sdo1-depleted yeast, primary screen, S. cerevisiae, bone marrow failure model; S. cerevisiae sdo1-depleted JHY4D growth rescue, OD600 30 h; hits give high values; pdr5 snq2 efflux-pump mutant strain; z-score at 10 µM; 140,000 compounds, 0.21% hits; AID 817, 2007;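 active = z-score above 3 at both the 24 hr and the 30 hr optical density reads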;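 note: z-score against mean and SD of all compound wells on the same plate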
Insulin prom inh: inhibitors of insulin promoter-driven GFP, primary screen, imaging, TRM-6 cells (human fetal islet line), eGFP reporter, cell count | reporter expression induced with tamoxifen | inhibition, % at 2 µM | 130,000 compounds, 0.9% hits;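 active = inhibition above the mean plus 3 SD, with well images judged a real hit on visual review, cut at about 60% in these data, passing the limit was not always enough; inconclusive = inhibition over the cutoff but images rejected on review; inactive = inhibition not above the cutoff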
sdo1 growth Rescue 24 h: second read-out of sdo1 growth, no call of its own (marks repeat the call); z-score; S. cerevisiae sdo1-depleted JHY4D growth rescue, OD600; measured here: growth rescue at 24 h;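 0 is the plate mean of compound wells and units are plate SD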
* = called active by the depositor; ? = inconclusive; · = no result given; & = joins results of further samples.

SMILES | sdo1 growth | sdo1 growth Rescue 24 h | Insulin prom inh
Cn1c(=O)c(Oc2ccc(F)cc2)c(O)c2ccccc21 | -0.47 | -1.4 | 64*
CCCCC(=O)Nc1ccc(F)c(Cl)c1 | 0.53 | 0.77 | 29
COc1ccc(NC(=O)C/C(C)=N/NC(=O)C(=O)Nc2cccc(Cl)c2C)c(OC)c1 | · | · | 7
CCN1CC=C2C(C#N)=C(N)C(C#N)(C#N)C(c3cc(Cl)ccc3Cl)C2C1 (stereo not given) | -0.75 | -1.1 | ·
CSc1ccccc1C(=O)C1CCCN(C(=O)c2csnn2)C1 (stereo not given) | · | · | 10
CCc1cc(-c2n[nH]c(CCC(=O)O)c2-c2nc3ccccc3n2C)c(O)cc1O | · | · | 12
CC(C(=O)N1CCN(c2ccc(Cl)cc2)CC1)c1ncc(C(F)(F)F)cc1Cl (stereo not given) | -0.05 | -0.29 | 20
CCn1nc(C(=O)OC(C(=O)c2c[nH]c3ccccc23)c2ccccc2)c2ccccc2c1=O (stereo not given) | -0.1 | -0.09 | 9
CCC(C)NC(=O)CSc1nc2n[nH]c(C)c2c(=N)n1-c1ccc(OC)cc1 (stereo not given) | 0.68 | 1.3 | ·
CN(CCC#N)C(=S)Nc1ccc(S(=O)(=O)N2CCOCC2)cc1 | · | · | -20
Cc1nn(-c2cccc(Cl)c2)c(Cl)c1/C=N/NC(=O)c1cccs1 | -1.4 | -1.1 | 18
CCN(CC)CCCN1C(=O)CSC1c1ccc2c(c1)OCO2 (stereo not given) | 1&1.4 | 1.2&1.1 | ·
CC(C)Oc1cccc(-c2cc(C(=O)N3CCN(S(C)(=O)=O)CC3)c3ccccc3n2)c1 | -0.32 | 0.02 | 19
CC(=O)c1ccc(NC(=O)C2CCN(S(=O)(=O)c3cccc4cccnc34)CC2)cc1 | -1.6 | -0.32 | ·
CN(C)c1ccc(NC(=O)/C=C/c2ccccc2Cl)cc1 | 0.23 | 0.46 | 18
Cc1nn(-c2ccccc2)c(N)c1Sc1cccc([N+](=O)[O-])c1 | -0.27 | -0.16 | 24
Cc1nc(NCCc2ccc(S(N)(=O)=O)cc2)c2c3c(sc2n1)CCC3 | 0.58 | 0.81 | 38
CCOC(=O)Cc1csc(NC(=O)c2csc3c2CCCC3)n1 | -1.5 | -0.4 | 26
CCC(=O)Nc1c(C)n[nH]c1C | -0.04 | -0.42 | 48
COc1ccccc1Oc1nc(-c2cccnc2)nc2ccccc12 | · | · | -18
COc1ccc(C2CC2C(=O)c2ccccn2)cc1 (stereo not given) | · | · | 22
Cc1c(C2CC(=O)N(c3ccccc3)C2=O)[nH]n(-c2ccccc2)c1=O (stereo not given) | 1.2 | 0.46 | ·
Nc1nc(SCC(=O)NC2CCCc3ccccc32)n[nH]1 (stereo not given) | · | · | ?
Cn1nc(C(F)(F)F)c(C(=O)Nc2cccc(Cl)c2)c1Cl | 0.03 | 0.15 | ·
O=C(Nc1ncc2c(n1)-c1ccccc1OC2)c1ccc(Cl)cc1 | -2.1 | -1.1 | 15
O=C(NCc1ccccc1)c1ccc(COCC(F)(F)F)o1 | -0.15 | -0.35 | -6
Cc1cc(/C=N\NC(=O)CC(=O)NC2CCCCC2)c(C)n1-c1ccc(Cl)cc1 | 1.4 | 0.4 | ·
COc1ccccc1NC(=O)c1nnn(Cc2ccccc2)c1NC(=O)C(F)(F)F | 0.05 | 0.18 | 0
CCOC(=O)c1ccccc1NC(=O)Cn1cnc2c(oc3ccccc32)c1=O | -1.1 | 0.77 | 0
CCn1c(C)nc2cc(S(N)(=O)=O)ccc21 | · | · | -27
COc1ccc(CCCc2n[nH]c(=S)o2)cc1 | · | · | 23
Cc1ccc(Cn2nnnc2CN2CCC(O)(c3ccccc3F)CC2)cc1 | -1.2 | -0.42 | -19
O=C(Nc1ccc(CN2CCOCC2)cc1)c1ccc(-c2cc(Cl)ccc2Cl)o1 | -1.5 | 0.64 | 13
Cn1c(SCC(=O)Nc2ccc(N3CCOCC3)c(Cl)c2)nnc1C(O)c1ccccc1 (stereo not given) | -0.27 | -0.21 | -107
COc1ccccc1C(=O)NC(C)C(c1cccs1)N1CCN(C)CC1 (stereo not given) | -0.11 | -0.52 | -281
COc1ccc(C(=O)N2CCN(C3CCCCC3)CC2)c(OC)c1 | -0.54 | -0.42 | -243
CCCC(CCC)c1nc2ccncc2[nH]1 | · | · | 18
COc1cc(/C=N/NC(N)=O)ccc1OC(=O)c1ccco1 | · | · | 0
Cn1c(=NC(=O)CSCC(=O)N2CCCCC2)sc2ccccc21 | 0.16 | -0.07 | 24
COc1ccc(/C=N/NC(=O)c2[nH]ncc2Br)c(OC)c1 | 0.93 | 0.33 | -25
Cc1ccccc1-c1nc(CS(=O)CC(=O)NCc2ccccc2)c(C)o1 (stereo not given) | -0.83 | -1 | ·
Cn1nc(C(=O)NC2CCCCCC2)ccc1=O | -0.58 | -1.2 | 0
O=C(O)c1ccc(NCc2cccc(Br)c2)cc1 | 0.38 | -1.3 | 0
Cc1cc(Br)c(NC(=O)COn2nnc3ccc(S(C)(=O)=O)cc32)c(Br)c1 | · | · | 14
CC(=O)c1cc(C#N)c(SCc2ccccc2C#N)nc1C | -0.96 | -0.1 | 25
Fc1cccc(COc2ccccc2CNc2ccccc2)c1 | 0.32 | -0.4 | ·
Cc1ccc(SCC(=O)NCCN2C(=O)CSC2=O)cc1C | 0.72 | 0.35 | 10
CCN(CC)C(C(=O)Nc1ccc2c(c1)OCO2)c1ccccc1 (stereo not given) | -0.71 | -1.8 | 6

A stretch of the results above, as a working copy:
SMILES | sdo1 growth | sdo1 growth Rescue 24 h | Insulin prom inh
Cn1c(=O)c(Oc2ccc(F)cc2)c(O)c2ccccc21 | -0.47 | -1.4 | 64*
CCCCC(=O)Nc1ccc(F)c(Cl)c1 | 0.53 | 0.77 | 29
COc1ccc(NC(=O)C/C(C)=N/NC(=O)C(=O)Nc2cccc(Cl)c2C)c(OC)c1 | · | · | 7
CCN1CC=C2C(C#N)=C(N)C(C#N)(C#N)C(c3cc(Cl)ccc3Cl)C2C1 (stereo not given) | -0.75 | -1.1 | ·
CSc1ccccc1C(=O)C1CCCN(C(=O)c2csnn2)C1 (stereo not given) | · | · | 10

Single records, as listed above:
Record of CCN(CC)C(C(=O)Nc1ccc2c(c1)OCO2)c1ccccc1 (stereo not given) → sdo1 growth = -0.71; sdo1 growth Rescue 24 h = -1.8; Insulin prom inh = 6
Record of Cc1ccc(SCC(=O)NCCN2C(=O)CSC2=O)cc1C → sdo1 growth = 0.72; sdo1 growth Rescue 24 h = 0.35; Insulin prom inh = 10
Record of COc1cc(/C=N/NC(N)=O)ccc1OC(=O)c1ccco1 → sdo1 growth = ·; sdo1 growth Rescue 24 h = ·; Insulin prom inh = 0

The list goes on:
SMILES | sdo1 growth | sdo1 growth Rescue 24 h | Insulin prom inh
CC(=O)Nc1cc2c(cc1NC(=O)Cn1nc(-c3ccc4c(c3)OCCO4)ccc1=O)OCCO2 | -0.09 | -0.56 | 41
Cc1oc(-c2ccc(Cl)cc2)cc1-c1nn2c(-c3ccoc3C)nnc2s1 | -1.4 | -0.29 | 52
CCCn1cc(NC(=O)C2CC(c3cccc(Br)c3)=NO2)cn1 (stereo not given) | -1.3 | 0.38 | -83
O=C(Nc1cccc(F)c1)C1CCN(C(=O)c2ccc(Cl)cc2)CC1 | 1.8 | 1.7 | 9
Nc1c(-c2cccs2)cnn1-c1nc(-c2ccc(Cl)cc2Cl)cs1 | -1.3 | 0.62 | -163
CCOC(=O)c1c(C)nc2ccc(C)cn12 | -0.29 | -0.81 | 7
CCn1c2ccccc2c2nnc(SCC(=O)N(C)C3CCS(=O)(=O)C3)nc21 (stereo not given) | -0.49 | -0.41 | -21
CCC(=O)c1ccc(OCC(=O)OCC(=O)Nc2sccc2C(N)=O)cc1 | · | · | 55
Cn1c(-c2ccc(CN3CCCCC3)o2)nc2ccccc21 | -0.01 | -0.12 | ·
O=C(O)c1ccc2c(c1)S(=O)(=O)N=C1CCCCCN12 | · | · | -62
COc1ccc2nc(N3C(=O)CC(C(C)c4ccccc4)C3=O)sc2c1 (stereo not given) | -0.59 | -0.96 | ·
CS(=O)(=O)N1CCN(c2ccccc2NC(=O)c2cccnc2)CC1 | -0.25 | -0.84 | 68
COc1ccc2oc(=O)c(C(=O)O)cc2c1 | 1.1 | 1.3 | -20
Cc1n[nH]c(=O)nc1NCc1ccc(Cl)cc1 | 1.4 | 1.6 | 41
Cc1c(C(=O)NCc2ccc3c(c2)OCO3)sc2nc(-c3ccc(F)cc3)cn12 | -0.87 | -0.54 | -129
COc1ccccc1Nc1nc(N)nc(CN2CCN(c3ccccc3)CC2)n1 | -0.9 | -1.3 | ·
CN1CCN(Cc2nc3ccccc3c(=O)n2CC#N)CC1 | · | · | -13
CCOc1ccc(NC(=O)C(C)Oc2ccccc2C(=O)Nc2cccc(Cl)c2Cl)cc1 (stereo not given) | -0.9 | -0.08 | 3
CCCn1c(SCC(=O)Nc2ccccc2-c2ccccc2)nnc1-c1ccoc1C | -0.51 | -0.23 | -36
Cc1ccc(C(=O)Nc2ccc(C)c(S(=O)(=O)Nc3ccccc3Cl)c2)s1 | -1.6 | -1.5 | 36
CCOC(=O)CSc1nc(C)c(C(=O)OCC)s1 | 0.99 | 0.92 | 57
CCC1C(C#N)=C(N)OC2=C1C(=O)CC(C)(C)C2 (stereo not given) | 1.1 | 0.91 | -11
Cc1ccc(-c2cc(C(=O)Nc3ccc4c(c3)OCCO4)c3ccccc3n2)cc1 | -0.44 | -0.08 | 15
Cc1cccc(-c2nsc(SCC(=O)N3CCCC3)n2)c1 | -1.2 | -1.4 | -31
Cc1sc(NC(=O)CSc2nnc(C(C)C)n2C)c(C#N)c1C | 0.58 | -0.38 | 23
COc1ccc(Cn2c(=O)sc3ccccc32)cc1OC | -0.22 | 0.03 | ·
O=C(NNC(=S)NCc1ccco1)c1cccs1 | 0.07 | -0.87 | ·
Cc1ccc(C)c(Cn2c(=O)n(CCC(=O)NCc3ccco3)c(=O)c3sccc32)c1 | 0.26 | 0.31 | 41
CC1(C)Cc2ccccc2-c2nnc(C(F)(F)F)n21 | 1.6 | 0.55 | 18
COc1ccc(NC(=O)c2cccnc2N2CCOCC2)cc1 | · | · | -16
C=CCn1c(-c2cccn(Cc3ccccc3)c2=O)n[nH]c1=S | 0.34 | 0.31 | 25
COCc1c(Br)c(C)nc(OCC(=O)N/N=C/c2ccco2)c1C#N | · | · | 47
Cc1cc2ncn(-c3ncnc4scc(-c5ccccc5)c34)c2cc1C | -2.1 | -1.6 | -52
O=C(NCC1CCCO1)c1cc2n(n1)C(C(F)(F)F)CC(c1ccc(Br)cc1)N2 (stereo not given) | -0.37 | 0.07 | 21
C1CCC2=NCCCN2CC1 | 0.78 | 1.6 | 16
Cc1ccc(C)c(NC(=O)CSc2nnc(-c3ccccc3)n2N)c1 | 0.76 | 0.09 | -23
CC(C)(C)OC(=O)N1CC(O)CC1C(=O)OCC(=O)c1ccc(-c2ccccc2)cc1 (stereo not given) | · | · | 29
COc1ccc(N2CCN(c3ncccn3)CC2)cc1 | 0.67 | 0.12 | 8
CC12CC(c3ccccc3O1)N(C(=O)c1ccc(Br)o1)C(=O)N2c1ccccc1 (stereo not given) | -1.4 | 0.16 | 4
Cc1c(N2C(=O)CSC2=S)c(=O)n(-c2ccccc2)n1C | · | · | 38
CC1CCCCN1S(=O)(=O)c1ccc(NC(=O)CSc2nnnn2C)cc1 (stereo not given) | 0.11 | -0.23 | 18
Cn1cnnc1SCC(=O)Nc1cccc(C(=O)O)c1 | 0.17 | -0.64 | 43
CCOc1ccc(/C=N/NC(=O)c2ccc(CSc3nc4ccccc4[nH]3)cc2)cc1 | -1.2 | -1.5 | 10
O=C(NCCN1CCNCC1)c1ccccn1 | 1.1 | 0.43 | -36
CCCCOc1ccc(Nc2nc(C)cc(C)c2C#N)cc1 | -0.23 | 1.6 | 3
Cc1nc2ccccn2c1P(=O)(N1CCCCC1)N1CCCCC1 | 0.26 | 0.02 | 21
O=C(CSc1nc2cc([N+](=O)[O-])ccc2n1-c1ccc(F)cc1)NC1CCS(=O)(=O)C1 (stereo not given) | -0.06 | -0.49 | 13
Cc1cc(C(=O)COC(=O)c2ccc[nH]c2=O)c(C)n1C | -0.08 | -1.2 | 32
Cn1nc(N)c2c(-c3ccccc3)c(C#N)c(N)nc21 | -0.35 | -1.1 | 11
c1coc(-c2ccnc3nc(-n4cccc4)nn23)c1 | · | · | 21
O=C(N1CCN(c2ccccc2)CC1)C1(c2cccs2)CCOCC1 | 0.67 | 1.2 | ·
Cc1cc(Cl)ccc1OCC(=O)NCc1ccncc1 | 1.2 | 1.5 | 6
CC(=O)Nc1nc2ccccc2n1CCOc1ccccc1 | 0.46 | 1.2 | 3
Cc1ccnc(NS(=O)(=O)c2ccc(NC(=O)c3c(-c4ccccc4Cl)noc3C)cc2)n1 | 0.94 | 0.64 | 32
CCN(CC)CCCNC(=O)C1c2ccccc2C(=O)N1Cc1ccc(C)cc1 (stereo not given) | 1.7 | 2.3 | -23
CCOC(=O)CSc1nc(C)[nH]c1[N+](=O)[O-] | · | · | 26

This is a subset. The share of hits here may be higher or lower than overall.
